TcdB GH inh: TcdB glycohydrolase inhibitors, primary screen, biochemical, single point, plate reader; TcdB glycohydrolase enzymatic assay; AID 652162, 2013; Toxin B (Clostridioides difficile), P18177; inhibition, % at 9.99 µM; hit rate 0.24% among 350,000; in the data active = inhibition above about 10%
Mtb BioA inh: M. tuberculosis BioA enzyme inhibitors, primary screen, biochemical, plate reader, single point, HTS; 7,8-diaminopelargonic acid synthase BioA (Mycobacterium tuberculosis); purified M. tuberculosis BioA enzyme; inhibition, % at 9.99 µM; hit rate 0.096% among 360,000; in the data active = inhibition above about 40%
An asterisk follows results filed as active. A portion of the library. The share of hits here may be higher or lower than overall.

SMILES	TcdB GH inh	Mtb BioA inh
CC(C)NC(=O)Nc1ccc2c(c1)C(=O)N(C)[C@H]1CC[C@H](CC(=O)Nc3ccccc3Cl)O[C@@H]1CO2	1.0	2.0
C[C@H]1CN([C@@H](C)CO)C(=O)c2cccc(NC(=O)Nc3ccc4c(c3)OCO4)c2O[C@@H]1CN(C)S(=O)(=O)c1cccs1	-0.3	-0.4
C[C@@H]1CCCCO[C@@H](CN(C)CC2CC2)[C@H](C)CN([C@H](C)CO)C(=O)c2cc(NS(=O)(=O)c3ccccc3)ccc2O1	0.0	-0.3
CO[C@@H]1CN(C)C(=O)c2ccc(NC(=O)c3cccc(F)c3)cc2OC[C@@H](C)N(CC2CC2)C[C@@H]1C	-0.7	3.1
C[C@H]1CCCCO[C@@H](CN(C)C(=O)Nc2ccc(F)cc2)[C@@H](C)CN([C@@H](C)CO)C(=O)c2cc(NS(C)(=O)=O)ccc2O1	-0.5	-1.1
Cc1ccc(S(=O)(=O)N(C)C[C@H]2Oc3ccc(NC(=O)CCCN(C)C)cc3CC(=O)N([C@@H](C)CO)C[C@@H]2C)cc1	0.3	-0.1
C[C@@H]1CN([C@@H](C)CO)C(=O)c2cc(NS(=O)(=O)c3cn(C)cn3)ccc2O[C@@H]1CN(C)S(=O)(=O)c1ccc(F)cc1	-2.2	-0.7
C[C@H]1CN([C@@H](C)CO)C(=O)CCCn2cc(nn2)CO[C@H]1CN(C)Cc1cccc(C(F)(F)F)c1	0.5	-1.1
C[C@H](CO)N1C[C@H](C)[C@@H](CN(C)Cc2ccncc2)Oc2ccc(NC(=O)Nc3ccc(C(F)(F)F)cc3)cc2C1=O	0.2	5.5
C[C@H](CO)N1C[C@H](C)[C@@H](CN(C)C(=O)c2ccncc2)OCCCC[C@H](C)Oc2ccc(NS(=O)(=O)c3cccs3)cc2C1=O	0.8	-0.5
C[C@H]1CN([C@@H](C)CO)C(=O)c2cc(NC(=O)C3CC3)ccc2O[C@H]1CN(C)S(=O)(=O)c1ccc(F)cc1	-0.5	5.3
O=S(=O)(N[C@@H]1CC[C@@H](CCn2cc(C3(O)CCCC3)nn2)O[C@@H]1CO)c1ccc(F)cc1	0.4	-0.6
O=S(=O)(c1ccccc1F)N1CCCCN2[C@H](C1)[C@H](c1ccc(-c3ccncc3)cc1)[C@@H]2CO	0.4	-1.6
C[C@@H]1CN([C@H](C)CO)C(=O)c2cccc(NC(=O)c3cnccn3)c2O[C@H]1CN(C)C(=O)NC1CCCCC1	-1.1	-0.3
CO[C@@H]1CC[C@H]2CCOc3ccc(C#N)cc3C(=O)N(C)C[C@H](C)C(=O)N(C)C[C@@H]1O2	-0.3	-0.2
COc1ccccc1NC(=O)N[C@H]1CC[C@@H](CCNS(=O)(=O)c2ccc(F)cc2)O[C@H]1CO	0.9	1.8
Cc1noc(C)c1S(=O)(=O)Nc1ccc2c(c1)C(=O)N([C@@H](C)CO)C[C@@H](C)[C@H](CN(C)Cc1ccccc1)OCCCC[C@H](C)O2	0.6	0.7
Cc1noc(C)c1S(=O)(=O)N(C)C[C@@H]1OCCCC[C@H](C)Oc2ccc(NC(=O)Nc3ccc(C(F)(F)F)cc3)cc2C(=O)N([C@H](C)CO)C[C@@H]1C	1.0	0.0
C[C@H]1CN([C@@H](C)CO)C(=O)Cc2cc(NS(C)(=O)=O)ccc2O[C@@H]1CN(C)C	-0.5	3.1
C[C@H](CO)N1C[C@H](C)[C@@H](CN(C)S(=O)(=O)c2ccc(F)cc2)Oc2ccc(NC(=O)Nc3cccc4ccccc34)cc2CC1=O	0.2	-2.1
COc1ccccc1-c1ccc([C@H]2[C@H](CO)N3CCCCN(C(=O)c4ccncc4)C[C@@H]23)cc1	-9.0	-3.2
C[C@@H]1CN([C@H](C)CO)C(=O)Cc2cc(NS(=O)(=O)c3cccs3)ccc2O[C@@H]1CN(C)Cc1ccc(C(=O)O)cc1	-1.2	-0.2
O=C(C1CC1)N1CCCCN2[C@H](CO)[C@H](c3ccc(C#CC4(O)CCCC4)cc3)[C@@H]2C1	-0.2	2.5
N#C[C@@H]1[C@@H](c2ccc(-c3cccnc3)cc2)[C@H](CO)N1C(=O)C1CCC1	-1.0	2.1
C[C@H](CO)N1C[C@H](C)[C@@H](CN(C)Cc2cccnc2)Oc2ncc(C#Cc3cccnc3)cc2C1=O	-1.1	5.4
O=C(CCN1CCCCC1)NCC[C@@H]1CC[C@@H](NC(=O)C2CC2)[C@H](CO)O1	0.2	3.8
O=C(Nc1ccc(C(F)(F)F)cc1)N[C@@H]1CC[C@H](CC(=O)N2CCCCC2)O[C@H]1CO	-0.4	-2.2
C[C@@H]1CN([C@@H](C)CO)C(=O)Cc2cc(NC(=O)NC3CCCCC3)ccc2O[C@@H]1CN(C)C(=O)Nc1ccc(C(F)(F)F)cc1	1.4	-2.8
C[C@@H]1CN([C@H](C)CO)C(=O)c2cc(NS(=O)(=O)c3ccc(Cl)cc3)ccc2O[C@H]1CN(C)CC1CCCCC1	1.1	-0.5
O=C(Cc1ccccn1)N1CCCCN2[C@H](C1)[C@H](c1ccc(-c3ccccc3)cc1)[C@@H]2CO	-0.7	-1.5
CCCNC(=O)N(C)C[C@@H]1Oc2cc(C#Cc3cccc(F)c3)ccc2S(=O)(=O)N([C@@H](C)CO)C[C@@H]1C	0.0	0.5
C[C@@H](NC(=O)C[C@H]1CC[C@H]2[C@@H](COC[C@H](O)CN2C)O1)c1ccccc1	0.6	-1.6
Cc1noc(C)c1S(=O)(=O)Nc1ccc2c(c1)C(=O)N([C@H](C)CO)C[C@H](C)[C@H](CN(C)CC1CC1)O2	1.3	-0.4
C[C@@H]1CN([C@H](C)CO)C(=O)Cc2cc(NC(=O)Nc3ccc(C(F)(F)F)cc3)ccc2O[C@H]1CN(C)Cc1ccc2c(c1)OCO2	0.4	-0.8
COCC#Cc1ccc2c(c1)O[C@H](CN(C)C(=O)C1CCOCC1)[C@@H](C)CN([C@@H](C)CO)S2(=O)=O	1.2	-1.0
C[C@H]1CN([C@@H](C)CO)C(=O)c2cc(NC(=O)C3CC3)ccc2O[C@@H]1CN(C)Cc1ccc(Oc2ccccc2)cc1	0.6	1.2
C[C@@H]1CN([C@H](C)CO)C(=O)c2cccc(NS(=O)(=O)c3ccccc3)c2O[C@@H]1CN(C)Cc1ccncc1	-1.8	-1.6
Cc1noc(C)c1S(=O)(=O)N(C)C[C@H]1OCCCC[C@@H](C)Oc2ccc(NC(=O)Nc3ccc(F)cc3)cc2C(=O)N([C@@H](C)CO)C[C@@H]1C	-1.3	-1.5
CCC(=O)N[C@@H]1C=C[C@H](CC(=O)NCCN2CCCCC2)O[C@H]1CO	-0.6	-0.7
C[C@H](CO)N1C[C@H](C)[C@H](CN(C)C(=O)Nc2ccc(F)cc2)Oc2ncc(-c3cc4ccccc4o3)cc2C1=O	-3.1	3.9
N#Cc1ccc(-c2ccc([C@@H]3[C@H](CO)N4CCCCN(S(=O)(=O)c5ccccc5)C[C@@H]34)cc2)cc1	-0.2	-5.3
C[C@@H]1CCCCO[C@@H](CN(C)S(=O)(=O)c2ccc(F)cc2)[C@@H](C)CN([C@@H](C)CO)C(=O)c2cc(NS(=O)(=O)c3ccccc3)ccc2O1	0.0	-4.2
COc1ccc(NC(=O)N(C)C[C@H]2Oc3ccc(NC(=O)C4CC4)cc3C(=O)N([C@@H](C)CO)C[C@H]2C)cc1	0.5	-1.6
C[C@@H]1CN([C@H](C)CO)C(=O)c2cccc(NC(=O)Nc3ccc4c(c3)OCO4)c2O[C@@H]1CN(C)Cc1ccccc1	0.0	-1.1
CCC(=O)N(C)C[C@@H]1Oc2cc(-c3ccccc3OC)ccc2S(=O)(=O)N([C@H](C)CO)C[C@H]1C	0.4	0.7
COc1ccccc1C(=O)Nc1ccc2c(c1)C(=O)N(C)C[C@@H](OC)[C@@H](C)CN(C)[C@@H](C)CO2	-0.8	0.4
C[C@@H]1CN([C@@H](C)CO)S(=O)(=O)c2ccc(-c3ccncc3)cc2O[C@@H]1CN(C)C(=O)C1CC1	-0.5	6.5
CNC[C@@H]1Oc2ccc(NC(=O)CCC(F)(F)F)cc2CC(=O)N([C@@H](C)CO)C[C@@H]1C	0.7	-1.8
COc1ccccc1NC(=O)N(C)C[C@H]1Oc2ncc(Br)cc2C(=O)N([C@@H](C)CO)C[C@H]1C	0.9	4.6
C[C@@H]1CN([C@H](C)CO)C(=O)c2cccc(NC(=O)C3CCCCC3)c2O[C@@H]1CN(C)S(=O)(=O)c1ccc(Cl)cc1	0.5	1.1
O=C(c1ccccc1)N1C[C@H]2[C@@H](c3ccccc31)[C@H](CO)N2C(=O)CN1CCOCC1	0.0	-7.7
COc1ccc(CN(C)C[C@H]2Oc3ccc(NS(=O)(=O)c4c(C)noc4C)cc3C(=O)N([C@H](C)CO)C[C@H]2C)cc1	0.8	1.1
O=C(C[C@@H]1C[C@@H]2c3cc(NC(=O)C4CCOCC4)ccc3O[C@@H]2[C@@H](CO)O1)NCc1cc(F)ccc1F	-0.7	-3.0
Cc1ccc(S(=O)(=O)N(C)C[C@H]2Oc3ccc(NC(=O)CCCN(C)C)cc3CC(=O)N([C@H](C)CO)C[C@H]2C)cc1	-0.9	-0.3
O=C(N[C@H]1C=C[C@H](CC(=O)N2CCCCC2)O[C@@H]1CO)c1ccc2c(c1)OCO2	-0.4	-0.1
COc1ccccc1CN1[C@@H]2c3ccc(C4=CCCC4)c(=O)n3C[C@H]1[C@H](CO)[C@H]2C(=O)N(C)C	-0.1	16
Cc1noc(C)c1NC(=O)Nc1ccc2c(c1)C(=O)N([C@H](C)CO)C[C@H](C)[C@H](CN(C)S(=O)(=O)c1cn(C)cn1)OCCCC[C@H](C)O2	0.0	0.3
Cn1cnc(S(=O)(=O)N[C@H]2CC[C@H](CC(=O)Nc3ccccc3)O[C@@H]2CO)c1	-0.2	4.9
NCC[C@@H]1CC[C@@H](NC(=O)NC2CCCCC2)[C@@H](CO)O1	-1.3	-2.8
O=C(Nc1cc(F)ccc1F)N1CCCCN2[C@H](CO)[C@H](c3ccc(-c4cncnc4)cc3)[C@@H]2C1	0.8	3.7
(next part)
SMILES	TcdB GH inh	Mtb BioA inh
C[C@H](CO)N1C[C@H](C)[C@H](CN(C)Cc2ccc(Cl)c(Cl)c2)Oc2ccc(NC(=O)Nc3ccc4c(c3)OCO4)cc2C1=O	0.1	-0.8
O=C(C[C@@H]1C=C[C@H](NC(=O)Nc2ccc(F)cc2)[C@@H](CO)O1)NCc1ccccn1	0.7	1.3
C[C@H](CO)N1C[C@H](C)[C@@H](CN(C)S(=O)(=O)c2ccc(F)cc2)Oc2ccc(NC(=O)Cc3ccccc3)cc2CC1=O	-0.9	0.1
C[C@H](CO)N1C[C@H](C)[C@H](CN(C)C(=O)Nc2ccc(F)cc2)OCCCC[C@H](C)Oc2ccc(NC(=O)Nc3ccccc3)cc2C1=O	1.4	-0.2
COc1ccc(S(=O)(=O)N(C)C[C@@H]2OCCCC[C@H](C)Oc3ccc(NC(=O)CCCN(C)C)cc3C(=O)N([C@@H](C)CO)C[C@H]2C)cc1	1.2	-2.4
C[C@H](CO)N1C[C@H](C)[C@H](CN(C)C(=O)NC2CCCCC2)Oc2ccc(NC(=O)C3CC3)cc2C1=O	0.4	-0.7
COc1cccc(NC(=O)N(C)C[C@@H]2Oc3cc(/C=C/c4ccccc4)ccc3S(=O)(=O)N([C@H](C)CO)C[C@H]2C)c1	-0.5	-2.4
OC[C@@H]1[C@@H](c2ccc(C#Cc3ccccc3)cc2)[C@H]2CN(CC3CCOCC3)CCCCN12	0.9	2.1
C[C@@H](O)C#Cc1ccc([C@H]2[C@@H](CO)N3CCCCN(S(=O)(=O)Cc4ccccc4)C[C@H]23)cc1	-1.4	-3.6
Cc1noc(C)c1NC(=O)Nc1ccc2c(c1)C(=O)N(C)[C@H]1CC[C@@H](CC(=O)N[C@H]3CCN(Cc4ccccc4)C3)O[C@H]1CO2	-1.2	0.0
Cc1cccc(-c2ccc([C@H]3[C@@H](CO)N4CCCCN(S(=O)(=O)c5cccc(C)c5)C[C@@H]34)cc2)c1	0.4	-5.5
Cc1noc(C)c1NC(=O)N(C)C[C@H]1Oc2ncc(C3=CCCC3)cc2C(=O)N([C@@H](C)CO)C[C@H]1C	-0.9	-0.8
CO[C@H]1CN(C)C(=O)c2cc(NC(C)=O)ccc2OC[C@H](C)N(C(=O)c2ccc(F)cc2)C[C@H]1C	0.7	-1.3
COCC(=O)N(C)C[C@H]1Oc2ncc(C#Cc3ccccc3OC)cc2C(=O)N([C@H](C)CO)C[C@@H]1C	0.2	0.6

Source: PubChem (Broad Institute)
